ASAP1 GAP inh = inhibitors of human ASAP1 ArfGAP activity, primary screen, biochemical, fluorescence polarization | Arf-GAP with SH3 domain, ANK repeat and PH domain-containing protein 1 (Homo sapiens), … | ASAP1-stimulated ARF1 GTP hydrolysis, GDP FP detection | inhibition, % at 16.5 µM | 0.19% of 360,000 active; in the data active means inhibition above about 25%;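 further: 0% = vehicle with enzyme and substrate and 100% = no enzyme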
PLCg1 inh = PLC-gamma1 enzyme inhibitors, primary screen, biochemical, fluorescence, purified enzyme; 1-phosphatidylinositol 4,5-bisphosphate phosphodiesterase gamma-1 (Homo sapiens), P19174; fluorogenic substrate; inhibition, % at 12.2 µM; 0.84% of 370,000 active; AID 720700, 2013; in the data active means inhibition above about 9.5%
Tn6 DDE FP = inhibitors of Tn6 peptide binding to fibrin DD(E), primary screen, biochemical, fluorescence polarization, human fibrin, Tn6 probe | 0.21% of 370,000 active | Fibrin DD(E) TRITC-Tn6 fluorescence polarization displacement | Fibrinogen beta chain (Homo sapiens), P02675 | inhibition, % at 8.3 µM;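 active means inhibition above a per-campaign cutoff: mean of compounds within control limits plus 3 SD, cut at about 15% in these data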;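 further: 0% = median of all compound wells on the plate and 100% = blocking peptide control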
Tn7 DDE FP = inhibitors of Tn7 peptide binding to fibrin DD(E), primary screen, biochemical, fluorescence polarization, human fibrin, Tn7 probe; 0.13% of 370,000 active; FP displacement of FITC-Tn7 peptide from fibrin DD(E); 0% = median of compound wells per plate; Fibrinogen beta chain (Homo sapiens), P02675; inhibition, % at 8.3 µM;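 active means inhibition above the mean of compounds falling within the control limits plus 3 SD of them, cut at about 14% in these data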;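 further: 0% = plate median of compound wells and 100% = 10 µM Aha-Tn7 peptide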
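Assay system: Human clot-derived fibrin DD(E) complex | Buffer or medium: Tris/NaCl/CaCl2 buffer, pH 7.8 | Repeats: One replicate per compound | Benchmarks: Aha-Tn7 high control | Measure: % inhibition scaled between sample-field median and high-control FP | Schedule: 10 min plus 3 h, room temperature | Signal: Fluorescence polarization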
ADAM10 inh = human ADAM10 inhibitors, primary screen, biochemical, QFRET, HTS | Disintegrin and metalloproteinase domain-containing protein 10 (Homo sapiens), O14672 | inhibition, % at 7 µM | 0.62% of 370,000 active | recombinant ADAM10, EDANS/DABCYL FRET peptide cleavage, 3 h | AID 720582, 2013;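 active means inhibition above a per-campaign cutoff equal to the mean of compounds falling between control-based bounds plus 3 SD, cut at about 20% in these data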;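 further: 0% = DMSO wells while the 100% control is not disclosed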
Target sequence (O14672 214-748 limits assumed): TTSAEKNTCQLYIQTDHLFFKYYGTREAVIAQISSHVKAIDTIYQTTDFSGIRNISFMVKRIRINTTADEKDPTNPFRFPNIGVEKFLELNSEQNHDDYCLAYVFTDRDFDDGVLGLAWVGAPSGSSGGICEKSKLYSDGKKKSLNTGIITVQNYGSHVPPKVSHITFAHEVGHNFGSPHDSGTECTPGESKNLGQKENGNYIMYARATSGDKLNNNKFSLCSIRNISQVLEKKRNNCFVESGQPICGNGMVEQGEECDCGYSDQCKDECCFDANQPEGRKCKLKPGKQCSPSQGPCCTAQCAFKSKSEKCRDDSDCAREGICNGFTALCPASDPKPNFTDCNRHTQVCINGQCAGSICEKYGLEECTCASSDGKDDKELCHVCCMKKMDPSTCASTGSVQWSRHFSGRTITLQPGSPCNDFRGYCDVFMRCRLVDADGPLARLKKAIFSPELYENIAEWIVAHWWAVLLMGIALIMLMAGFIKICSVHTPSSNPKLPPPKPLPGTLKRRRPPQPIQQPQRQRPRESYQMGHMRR
ARFGAP1 inh = inhibitors of rat ARFGAP1 GAP activity, primary screen, biochemical, fluorescence polarization, GDP tracer. inhibition, % at 16.5 µM. Arfgap1-stimulated ARF1 GTP hydrolysis, GDP FP detection. 0.26% of 360,000 active;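 active means inhibition above a per-plate limit, mean inhibition of low control wells plus 3 SD, cut at about 25% in these data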;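 further: 0% = DMSO wells with enzyme and 100% = wells lacking Arfgap1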
Target sequence (Q62848 1-136 limits assumed): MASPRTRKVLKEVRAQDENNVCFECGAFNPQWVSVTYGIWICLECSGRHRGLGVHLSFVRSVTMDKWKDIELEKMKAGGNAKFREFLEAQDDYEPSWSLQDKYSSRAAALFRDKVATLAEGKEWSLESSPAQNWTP
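Assay system: purified rat His6-Arfgap1 residues 1-136 (GAP domain); Reagent: human Δ17 ARF1 bound to GTP; Dosing: 16.5 µM single point, 1.26% DMSO; Times: GTP hydrolysis reaction 2 h at 25 °C; Signal: FP, GDP Alexa 633 tracer displaced from anti-GDP antibody, 620/688 nm; Measure: % inhibition from polarization.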
TDP2 absorb = human TDP2 enzyme inhibitors, primary screen, biochemical, epi absorbance, recombinant enzyme | Tyrosyl-DNA phosphodiesterase 2 (Homo sapiens), O95551 | T5PNP hydrolysis, p-nitrophenol absorbance 415 nm | inhibition, % at 12.8 µM | 0.34% of 370,000 active | AID 720702, 2013;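 active means inhibition above the mean of all tested compounds plus 3 SD, set per campaign, cut at about 25% in these data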;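 further: 0% = DMSO with enzyme and 100% = buffer with substrate but no TDP2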
Target sequence (O95551 whole entry, looked up): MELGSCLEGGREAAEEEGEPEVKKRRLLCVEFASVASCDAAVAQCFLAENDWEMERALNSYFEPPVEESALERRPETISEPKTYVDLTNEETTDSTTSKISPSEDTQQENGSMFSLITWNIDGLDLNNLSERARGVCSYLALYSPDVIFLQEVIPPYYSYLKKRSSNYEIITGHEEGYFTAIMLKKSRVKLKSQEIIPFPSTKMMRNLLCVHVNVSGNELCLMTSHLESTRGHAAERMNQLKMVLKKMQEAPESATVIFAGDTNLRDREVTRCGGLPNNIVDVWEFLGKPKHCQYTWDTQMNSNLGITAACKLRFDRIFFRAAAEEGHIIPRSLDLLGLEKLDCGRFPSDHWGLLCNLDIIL
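System – recombinant human TDP2 · Amount – 120 nM TDP2 per well · Buffer or medium – Mg2+-containing Tris-HCl buffer, pH 7.5 · Reagent – T5PNP substrate, 5 mM · Dosing – 12.8 µM single point, 1% DMSO · Incubation – 2 h at 37 °C · Measured by – epi absorbance · Read-out basis – percent inhibition · Benchmarks – high control without enzyme, low control DMSO plus TDP2 · Repeats – singlicate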
PLCb3 inh = human PLC-beta3 inhibitors, primary screen, biochemical, fluorescence; 1-phosphatidylinositol 4,5-bisphosphate phosphodiesterase beta-3 (Homo sapiens), Q01970; Purified PLC-beta3, fluorogenic substrate; inhibition, % at 12.2 µM; 0.18% of 370,000 active; in the data active means inhibition above about 11%;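 further: 0% = median of compound wells on plate and 100% = full blocker control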
ADAM17 inh = ADAM17 inhibitors, primary screen, biochemical, QFRET; recombinant ADAM17, EDANS/DABCYL FRET peptide cleavage; inhibition, % at 6.95 µM; 0.83% of 370,000 active;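 active means inhibition above the mean of compounds lying between control limits plus 3 SD, set per campaign, cut at about 8.5% in these data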;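 further: 0% = DMSO-only wells as the low control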
SIAE primary = human SIAE inhibitors, primary screen, biochemical, fluorescence polarization, FP-Rh probe, 1536-well HTS; Sialate O-acetylesterase (Homo sapiens), Q9HAT2; SIAE FP-Rh probe binding; inhibition, % at 9.66 µM; 0.69% of 370,000 active;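 active means inhibition above a cutoff: mean of compounds within the control limits plus 3 SD of those, cut at about 17% in these data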;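 further: 0% = plate median of compound wells and 100% = probe without SIAE protein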
* = called active by the depositor. Random draw from the library (roughly 3.6% active in at least one column).

`O=[N+]([O-])c1cc(-c2nc(-c3ccncc3)no2)cc([N+](=O)[O-])c1` gave ASAP1 GAP inh 2, PLCg1 inh 2, Tn6 DDE FP 2, Tn7 DDE FP 6, ADAM10 inh 5, ARFGAP1 inh -7, TDP2 absorb -3, PLCb3 inh 3, ADAM17 inh 1 and SIAE primary 1.
CC(=O)NCCc1ccc(S(=O)(=O)Nc2ccc3c(c2)OCCO3)cc1 was read as ASAP1 GAP inh 1, PLCg1 inh 3, Tn6 DDE FP 1, Tn7 DDE FP -6, ADAM10 inh 8, ARFGAP1 inh 3, TDP2 absorb -19, PLCb3 inh 5, ADAM17 inh 5 and SIAE primary 4.
CC(O)c1c(OCc2ccccc2)ncnc1OCc1ccccc1 (configuration not stated) was read as ASAP1 GAP inh 2, PLCg1 inh 0, Tn6 DDE FP 8, Tn7 DDE FP -2, ADAM10 inh -11, ARFGAP1 inh -1, TDP2 absorb -1, PLCb3 inh -1, ADAM17 inh -3 and SIAE primary 0.
For CSc1ccccc1OCc1cc(C(=O)N(C)CCn2nc(C)cc2C)no1 the results were ASAP1 GAP inh -12, PLCg1 inh -2, Tn6 DDE FP -3, Tn7 DDE FP 10, ADAM10 inh 7, ARFGAP1 inh 3, TDP2 absorb -7, PLCb3 inh -9, ADAM17 inh 0 and SIAE primary 4.
For Cc1ccc(S(=O)(=O)NCCNc2ccccc2[N+](=O)[O-])cc1 the results were ASAP1 GAP inh 6, PLCg1 inh -3, Tn6 DDE FP 13, Tn7 DDE FP 8, ADAM10 inh -6, ARFGAP1 inh 5, TDP2 absorb 4, PLCb3 inh -4, ADAM17 inh -2 and SIAE primary -4.
For Cc1nc(SCC(=O)Nc2cccc(Cl)c2)n[nH]1 the results were ASAP1 GAP inh -13, PLCg1 inh -3, Tn6 DDE FP 7, Tn7 DDE FP -8, ADAM10 inh -9, ARFGAP1 inh 5, TDP2 absorb 7, PLCb3 inh -1, ADAM17 inh -6 and SIAE primary 2.
`COc1cc(OC)cc(C(=O)Nc2ccc(Cn3ccnc3)cc2)c1` gave ASAP1 GAP inh 3, PLCg1 inh 5, Tn6 DDE FP 1, Tn7 DDE FP 3, ADAM10 inh 8, ARFGAP1 inh -8, TDP2 absorb -1, PLCb3 inh -3, ADAM17 inh -2 and SIAE primary 0.
For Cn1c(=O)c2c(-c3ccccc3)n(-n3cnnc3)cc2n(C)c1=O the results were ASAP1 GAP inh -6, PLCg1 inh -20, Tn6 DDE FP -3, Tn7 DDE FP -1, ADAM10 inh -3, ARFGAP1 inh 4, TDP2 absorb 2, PLCb3 inh -17, ADAM17 inh -4 and SIAE primary -3.
`COc1cccc(CNC(=O)CCS(=O)(=O)c2ccccc2Cl)c1` gave ASAP1 GAP inh -7, PLCg1 inh 3, Tn6 DDE FP -2, Tn7 DDE FP 0, ADAM10 inh -8, ARFGAP1 inh 1, TDP2 absorb -10, PLCb3 inh -5, ADAM17 inh -3 and SIAE primary 10.
Screening COc1cc(N(Cc2ccccc2)Cc2ccccc2)c2ncn(C(C)C)c2c1 returned ASAP1 GAP inh -12, PLCg1 inh 2, Tn6 DDE FP 0, Tn7 DDE FP 7, ADAM10 inh 8, ARFGAP1 inh -3, TDP2 absorb 10, PLCb3 inh 0, ADAM17 inh 1 and SIAE primary 8.
Screening COc1ccc(-c2cc(N)n(S(=O)(=O)c3ccc(C)cc3)n2)c(OC)c1 returned ASAP1 GAP inh 6, PLCg1 inh 5, Tn6 DDE FP 0, Tn7 DDE FP -4, ADAM10 inh 1, ARFGAP1 inh 5, TDP2 absorb -8, PLCb3 inh 3, ADAM17 inh 1 and SIAE primary -8.
`CCOc1cc(C2c3c(oc4ccccc4c3=O)C(=O)N2c2nccs2)ccc1O` (configuration not stated) gave ASAP1 GAP inh -1, PLCg1 inh -10, Tn6 DDE FP 9, Tn7 DDE FP 2, ADAM10 inh 0, ARFGAP1 inh 5, TDP2 absorb 7, PLCb3 inh -17, ADAM17 inh -1 and SIAE primary 2.
For Cc1ccc(OCCN2CCN(c3nc(NCc4ccco4)c4ccccc4n3)CC2)cc1 the results were ASAP1 GAP inh 10, PLCg1 inh -3, Tn6 DDE FP 9, Tn7 DDE FP -6, ADAM10 inh -38, ARFGAP1 inh 7, TDP2 absorb -14, PLCb3 inh -10, ADAM17 inh -6 and SIAE primary -2.
`CC(C)(C)OC(=O)N1CCC(NC(=O)c2[nH]cnc2C(=O)Nc2ccon2)CC1` gave ASAP1 GAP inh -1, PLCg1 inh 5, Tn6 DDE FP 2, Tn7 DDE FP 3, ADAM10 inh 15, ARFGAP1 inh 11, TDP2 absorb -2, PLCb3 inh 4, ADAM17 inh 4 and SIAE primary 3.
`C=CCc1cccc(C=Nc2c[nH]c(=O)[nH]c2=O)c1O` gave ASAP1 GAP inh -2, PLCg1 inh -6, Tn6 DDE FP 1, Tn7 DDE FP -7, ADAM10 inh -4, ARFGAP1 inh -7, TDP2 absorb 14, PLCb3 inh -4, ADAM17 inh -2 and SIAE primary 6.

Two records drawn at random from the list so far, as already listed:
For CSc1ccccc1OCc1cc(C(=O)N(C)CCn2nc(C)cc2C)no1 the results were ASAP1 GAP inh -12, PLCg1 inh -2, Tn6 DDE FP -3, Tn7 DDE FP 10, ADAM10 inh 7, ARFGAP1 inh 3, TDP2 absorb -7, PLCb3 inh -9, ADAM17 inh 0 and SIAE primary 4.
For Cc1ccc(OCCN2CCN(c3nc(NCc4ccco4)c4ccccc4n3)CC2)cc1 the results were ASAP1 GAP inh 10, PLCg1 inh -3, Tn6 DDE FP 9, Tn7 DDE FP -6, ADAM10 inh -38, ARFGAP1 inh 7, TDP2 absorb -14, PLCb3 inh -10, ADAM17 inh -6 and SIAE primary -2.

Further records follow.
Screening Cc1ccc(S(=O)(=O)NCC2CCC(C(=O)NC3CCCCC3)CC2)cc1 (configuration not stated) returned ASAP1 GAP inh -10, PLCg1 inh 6, Tn6 DDE FP -1, Tn7 DDE FP -14, ADAM10 inh 0, ARFGAP1 inh 4, TDP2 absorb -7, PLCb3 inh -1, ADAM17 inh 2 and SIAE primary 10.
`CCO[C@@H]1OC(C(=O)N2CCOCC2)=C[C@H](c2cn(C(C)=O)c3ccccc23)[C@H]1CCCO` gave ASAP1 GAP inh -3, PLCg1 inh 2, Tn6 DDE FP 7, Tn7 DDE FP -5, ADAM10 inh 1, ARFGAP1 inh 13, TDP2 absorb -1, PLCb3 inh 2, ADAM17 inh -2 and SIAE primary 0.
CCC(CC)C(=O)N(C)c1c(C)nc2c(OCc3ccc(F)c(F)c3)cccn12 was read as ASAP1 GAP inh 5, PLCg1 inh 1, Tn6 DDE FP -5, Tn7 DDE FP 3, ADAM10 inh -13, ARFGAP1 inh 2, TDP2 absorb 2, PLCb3 inh 0, ADAM17 inh -2 and SIAE primary 2.
`Cc1nn(-c2ccccc2)c(N)c1C1(O)C(=O)N(C)c2ccccc21` (configuration not stated) gave ASAP1 GAP inh -6, PLCg1 inh 0, Tn6 DDE FP -6, Tn7 DDE FP -14, ADAM10 inh 1, ARFGAP1 inh 2, TDP2 absorb 4, PLCb3 inh 2, ADAM17 inh -4 and SIAE primary -3.
`COc1ccc2cc(CN(Cc3cccs3)Cc3nnnn3Cc3ccccc3)c(=O)[nH]c2c1` gave ASAP1 GAP inh 5, PLCg1 inh -17, Tn6 DDE FP -8, Tn7 DDE FP -7, ADAM10 inh -14, ARFGAP1 inh 2, TDP2 absorb -3, PLCb3 inh -22, ADAM17 inh 0 and SIAE primary -5.
CC(=O)Nc1ccccc1NC(=O)CN(C)S(=O)(=O)c1ccc(C)cc1 was read as ASAP1 GAP inh 0, PLCg1 inh 6, Tn6 DDE FP 7, Tn7 DDE FP -8, ADAM10 inh 1, ARFGAP1 inh 13, TDP2 absorb 4, PLCb3 inh 2, ADAM17 inh -3 and SIAE primary -1.
Screening COc1ccc(COC(=O)CNC(=O)C2CCCCC2)cc1F returned ASAP1 GAP inh -1, PLCg1 inh 1, Tn6 DDE FP -1, Tn7 DDE FP -5, ADAM10 inh -2, ARFGAP1 inh 9, TDP2 absorb -4, PLCb3 inh 4, ADAM17 inh 1 and SIAE primary 4.
`O=C(COc1ccccc1)Nc1cccc(-c2nn[nH]n2)c1` gave ASAP1 GAP inh -5, PLCg1 inh 0, Tn6 DDE FP -3, Tn7 DDE FP 2, ADAM10 inh -10, ARFGAP1 inh 3, TDP2 absorb 1, PLCb3 inh -9, ADAM17 inh 1 and SIAE primary 4.
`Cc1onc(-c2ccccc2Cl)c1C(=O)N1CCN(Cc2ccc3c(c2)OCO3)CC1` gave ASAP1 GAP inh 7, PLCg1 inh 2, Tn6 DDE FP 5, Tn7 DDE FP 0, ADAM10 inh -3, ARFGAP1 inh 0, TDP2 absorb 7, PLCb3 inh -6, ADAM17 inh -2 and SIAE primary -9.
Screening COc1cc(C(=O)NCC(c2ccccc2)N(C)C)ccc1OCC(=O)N1CCOCC1 (configuration not stated) returned ASAP1 GAP inh -5, PLCg1 inh 0, Tn6 DDE FP -6, Tn7 DDE FP 3, ADAM10 inh -14, ARFGAP1 inh 5, TDP2 absorb -4, PLCb3 inh -1, ADAM17 inh -6 and SIAE primary 9.
For CSc1ccc(S(=O)(=O)NC2CC2)cc1 the results were ASAP1 GAP inh -6, PLCg1 inh -2, Tn6 DDE FP 1, Tn7 DDE FP -1, ADAM10 inh 2, ARFGAP1 inh -7, TDP2 absorb 9, PLCb3 inh 4, ADAM17 inh 0 and SIAE primary 1.

Assay outcomes (PubChem BioAssay)
